# G9a inh = inhibitors of human histone lysine methyltransferase G9a; G9a H3K9 monomethylation, AlphaScreen, 2 h; hit rate 8.8% among 350,000; Q96KQ7; Potency, µM (doses to about 102 µM), without a hit: at the top dose activity, negative = inhibition, usual class: inhibitors; note: potency is the fitted concentration of half-maximal effect; % is set by controls: 0 for no effect and ±100 for the full control effect; nearly all actives have a fitted effect of over 75% in size
#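 Signal arises when biotinylated H3K9 peptide, once monomethylated, bridges streptavidin donor and antibody-captured acceptor beads. Enzyme at 20 nM was preincubated 15 min with test compounds; peptide 500 nM and SAM 20 uM then reacted for 2 h.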
# HP1b binding inh = inhibitors of HP1-beta chromodomain binding to methylated histone tails. Potency, µM (top dose mostly 114 µM), inactives show top-dose activity change, negative = inhibition, usual class: inhibitors. AlphaScreen HP1-beta / biotin-H3K9me3 peptide binding. hit rate 0.56% among 390,000; note: potency is the fitted concentration of half-maximal effect; nearly all actives have a fitted effect of over 70% in size; inactives centre near 23
# Target sequence (P83916 whole entry, looked up): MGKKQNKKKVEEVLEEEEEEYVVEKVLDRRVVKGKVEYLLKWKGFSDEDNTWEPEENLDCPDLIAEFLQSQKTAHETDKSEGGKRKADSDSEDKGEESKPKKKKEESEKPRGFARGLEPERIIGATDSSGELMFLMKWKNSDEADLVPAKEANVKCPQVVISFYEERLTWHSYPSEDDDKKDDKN
#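 Compound inhibition of the preformed complex between 50 nM HP1-beta and 50 nM biotinylated H3K9me3 peptide was read by AlphaScreen. Buffer was PBS pH 7.4 with 0.01% Tween-20. Incubations ran 30 min at room temperature, with 10 ug/mL donor/acceptor beads.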
# ERG Ets-DNA blk = blocks human ERG Ets domain binding to DNA; Potency, µM (top dose mostly 76.9 µM), for inactives: at the highest dose FP activity, negative = inhibition, most hits filed as inhibitors; AID 624246; P11308; fluorescence polarization, His-ERG Ets domain / labelled DNA; hit rate 0.028% among 370,000; active = well fitted inhibition curve with a large enough effect in the polarisation, with a control signal flat; inconclusive = small, poorly fitted or top-dose-only effect, or effect the other way, or a change in a side signal; inactive = no such curve, though single readings can be large or run the other way; the % refers to the polarisation;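 note: polarization taken with two DNA probes labelled with fluorescein and Texas red; potency is the fitted concentration of half-maximal effect; % of control where 0% means no effect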
#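 His-tagged ERG Ets domain (1 uM in the protein solution; 300mM KCl, 50mM Tris-HCl, 1mM EDTA, 1mM DTT, pH 7.5) received compound, then a probe mix of 5 nM fluorescein-DNA and 100nM Texas-615-DNA. Fluorescence polarization was read for both dyes.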
# JMJD2A Tudor inh = blocks the human JMJD2A Tudor domain | O75164 | AlphaScreen JMJD2A-Tudor / H3K4me3 peptide binding | Potency, µM (top dose mostly 114 µM), inactives show at the top dose activity change, negative = inhibition, most hits filed as inhibitors | hit rate 4.4% among 390,000; note: potency is the fitted concentration of half-maximal effect; % is set by controls: 0 for no effect and ±100 for the full control effect; nearly all actives have a fitted effect of over 50% in size
# RGS4 inhibitor = inhibitors of human regulator of G protein signaling 4. Transcreener GDP fluorescence polarization, RGS4-accelerated GTP hydrolysis. P49798. Potency, µM (titrated, usually from 114 µM), inactives show at the top dose activity change, negative = inhibition, usual class: inhibitors. hit rate 0.039% among 390,000; note: potency is the fitted concentration of half-maximal effect; % is set by controls: 0 for no effect and ±100 for the full control effect; nearly all actives have a fitted effect of over 75% in size; some results filed as inactive show a strong effect at the top dose
# Target sequence (P49798 whole entry, looked up): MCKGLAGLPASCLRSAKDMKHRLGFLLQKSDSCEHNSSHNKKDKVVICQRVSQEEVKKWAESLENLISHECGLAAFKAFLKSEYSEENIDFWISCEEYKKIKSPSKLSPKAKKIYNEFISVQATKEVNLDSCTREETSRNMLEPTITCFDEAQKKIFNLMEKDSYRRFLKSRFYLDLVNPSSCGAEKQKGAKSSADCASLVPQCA
#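 MLSMR compounds (23 nl, pin-transferred) preincubated 10 min at room temperature with a 500nM (2x) first reagent, then RGS4 at 900nM (2x) plus Transcreener GDP mix added; fluorescence polarization (620/688 nm) read before and after 90 min at 30 °C.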
# PI4K2A block = PI4K2A (human) kinase inhibition; Q9BTU6; purified PI4K2A, ADP-Glo luminescence, 1 h; stronger effect = lower value; activity change, negative = inhibition, % at 76.9 µM; hit rate 0.13% among 420,000; AID 1346378; in the data active = activity change below about -50%; inconclusive = mostly about -30% to -49%;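 note: -100% = wells without enzyme as full effect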
#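 In this quantitative HTS, ADP production by PI4K2A was quantified luminescently after 1 h at ambient temperature; 100 microM adenosine served as plate-quality control.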
# BAZ2B block = blocks human BAZ2B. AID 504333. hit rate 4.4% among 360,000. AlphaScreen BAZ2B-H3K14Ac peptide displacement. Potency, µM (titrated, usually from 114 µM), without a hit: at the top dose activity change, negative = inhibition, usual class: inhibitors. Q9UIF8; note: potency is the fitted concentration of half-maximal effect; % is set by controls: 0 for no effect and ±100 for the full control effect; nearly all actives have a fitted effect of over 60% in size
#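 Compounds, titrated to a top concentration of 110 uM, were incubated 30 min at room temperature with preformed BAZ2B/acetyl-K14 H3 peptide complex (50 nM each). Proximity signal was measured by AlphaScreen after 20 min with beads.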
# 12-LOX inh = inhibitors of human 12S-lipoxygenase ALOX12; hit rate 1.1% among 580,000; purified 12hLO, xylenol orange hydroperoxide absorbance; Potency, µM (titrated, usually from 108 µM), for the others: at the highest dose activity change, negative = inhibition, usual class: inhibitors; P18054; note: potency is the fitted concentration of half-maximal effect; % is set by controls: 0 for no effect and ±100 for the full control effect
# Target sequence (P18054 whole entry, looked up): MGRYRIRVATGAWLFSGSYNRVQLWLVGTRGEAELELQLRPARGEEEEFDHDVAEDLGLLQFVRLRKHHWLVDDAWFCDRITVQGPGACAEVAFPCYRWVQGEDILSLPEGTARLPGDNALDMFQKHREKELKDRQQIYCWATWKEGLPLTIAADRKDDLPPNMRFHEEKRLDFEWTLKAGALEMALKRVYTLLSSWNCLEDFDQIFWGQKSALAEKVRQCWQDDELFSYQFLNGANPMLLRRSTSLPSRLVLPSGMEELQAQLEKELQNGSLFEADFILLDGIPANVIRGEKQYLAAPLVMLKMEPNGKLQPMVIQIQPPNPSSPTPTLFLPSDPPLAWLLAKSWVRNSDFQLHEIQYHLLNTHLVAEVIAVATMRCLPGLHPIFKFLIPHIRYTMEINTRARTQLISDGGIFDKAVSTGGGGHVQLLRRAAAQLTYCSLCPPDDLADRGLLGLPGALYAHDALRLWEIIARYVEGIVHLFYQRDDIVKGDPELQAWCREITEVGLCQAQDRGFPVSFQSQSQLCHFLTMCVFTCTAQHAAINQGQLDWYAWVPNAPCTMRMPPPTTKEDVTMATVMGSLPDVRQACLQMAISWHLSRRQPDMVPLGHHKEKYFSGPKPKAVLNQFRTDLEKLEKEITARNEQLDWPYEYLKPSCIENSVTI
#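 Purified human 12hLO at 150 nM in 25 mM Hepes, 0.01% Triton X-100, pH 7.0, preincubated 15 min at room temperature with compound. Reaction started with 40 uM arachidonic acid, 30 min at room temperature. Hydroperoxide measured by Fe-xylenol orange, 573/405 nm absorbance ratio.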
# GLS inhibitor = blocks human kidney-isoform glutaminase activity | O94925 | GLS enzymatic activity, qHTS titration | Potency, µM (titrated, usually from 45.5 µM), for inactives: at the highest dose activity change, negative = inhibition, hits mostly inhibitors | hit rate 0.21% among 410,000 | AID 624170; note: potency is the fitted concentration of half-maximal effect; % is set by controls: 0 for no effect and ±100 for the full control effect
#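 Assay buffer: 45 mM KH2PO4 pH 8.2, 0.02% Tween-20. hKGA acts on L-glutamine (1 mM solution added); product glutamate is reported by an oxidase/peroxidase Amplex Red coupling, with fluorescence taken at baseline and 30 min.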
# Numbers without * were called inactive; u = inconclusive; x = not tested or not shown; & = joins results of further samples; [ ] = dose if it differs, or a comment. Unless noted, calls come from the whole dose curve; as a rule, active = well fitted curve in the direction sought with a large enough effect; inconclusive = small, poorly fitted or top-dose-only effect, or another doubt; inactive = no such curve, though single readings can be large; an effect the other way counts as inactive or inconclusive.
# Every second line gives: G9a inh	HP1b binding inh	ERG Ets-DNA blk	JMJD2A Tudor inh	RGS4 inhibitor	PI4K2A block	BAZ2B block	12-LOX inh	GLS inhibitor
OC(CNC1CCCCCC1)COc1cccc2ccccc12 (stereo unspecified)
 : 45µM*	-19%	-12%	3.5µM*	7%	3	u	u	-3%
CCS(=O)(=O)c1ccc2oc(SCC(=O)NC34CC5CC(CC(C5)C3)C4)nc2c1
 : -10%	19%	-5%	-12%	14%	-1	56µM*	-13%	9%
CCCNC(=O)c1onc(CS(=O)(=O)c2cc(C)cc(C)c2)c1C(=O)NCCC
 : x	23%	18%	-9%	-25%	0	x	-1%	-5%
Cc1ccc(-n2nc(C)c3c(C(=O)NCCc4ccccc4)cc(C)nc32)cc1
 : -3%[59 µM]	3%	4%	-14%	-4%	3	13%[57.1 µM]	-20%	-8%
CCOc1ccc(C(=O)OCC(=O)Nc2ccc(SC(F)F)cc2)cc1OCC
 : -9%[59 µM]	22%	-7%	-12%	-10%	-5	4%	14%	1%
O=c1c(Cc2c(F)cccc2Cl)c(O)ccn1CCc1ccccn1
 : 9%	27%	-3%	-8%	13%	3	-9%	-26%	9%
O=C(c1ccccc1NS(=O)(=O)c1cccs1)N1CCCC1
 : 4%	48%[activator]	2%	-8%[57.1 µM]	-21%[56.9 µM]	-3	2%	-21%	-3%
Cc1ccc(S(=O)(=O)N2CCC(c3nnc(-c4cccc(C)c4)o3)CC2)cc1
 : 3.5µM*	1%	6%	-17%	-38%	-2	-16%	u	7%
O=C1N=C(N2CCN(c3ccccc3)CC2)S/C1=C\c1cn[nH]c1-c1ccccc1
 : -14%[59 µM]	1%	x	-23%	1%	-3	-3%	-20%	16%
CC(NCC(=O)Nc1ccccc1C(=O)NC1CC1)c1cccc(C(F)(F)F)c1 (stereo unspecified)
 : 1%[12.7 µM]	34%[activator]	-7%	-3%	27%	3	7%	0%	-1%
Cc1c(Cl)sn(-c2ccc(Cl)cc2)c1=O
 : 0.71µM*	u	-6%	3.2µM*	-120%	0	40µM*	4.5µM*	u
CC1(c2ccccc2)CC(C)(C)n2c(O)c(C3=NC(=S)NC3=O)c3cccc1c32 (stereo unspecified)
 : 36%[12.7 µM]	29%	7%	-28%	0%	-4	-27%	0%	1%
COc1cccc(-c2csc(N3CCN(C(=S)Nc4ccccc4C)CC3)n2)c1
 : -13%[0.501 µM]	3%	18%	-22%	-9%	-5	u	-12%	4%
CC1CCc2nn(CC(=O)NCCCN3CCCC3=O)cc2C1 (stereo unspecified)
 : 11%	30%	-2%	-13%	16%	2	-6%	394%[activator]	0%
Cc1csc(NC(=O)CSc2nnc(Cc3cccn3C)n2CCc2ccccc2)n1
 : 45µM*	u	-1%	35µM*	u	-3	u	385%[activator]	9%
O=c1cnn(Cc2ccc(Cl)c(Cl)c2)c2ccccc12
 : -13%	-18%	-1%	-24%	-6%	5	-9%	-19%	10%
Cc1cccc(NCN2C(=O)c3ccccc3C2=O)c1
 : -7%[12.7 µM]	5%	x	-13%	-5%	2	1%	21%	-4%
c1ccc(-c2nc(SCc3nc4ccccc4[nH]3)c3oc4ccccc4c3n2)cc1
 : x	10%	x	-26%	2%	-1	x	-4%	0%
Cc1ccc(C)c(CSc2nc3ccncc3n2Cc2nc(-c3ccccc3Cl)oc2C)c1
 : -7%[59 µM]	18%	-1%	-28%	-37%	-2	-3%	-18%	-8%
COc1ccc(CN(C)C(=S)Nc2ccc(Cl)cc2Cl)cc1
 : 53%[activator][59 µM]	85%[activator]	0%	25%	7%	5	8%	187%[activator]	8%
COc1cccc(CNC(=O)Cn2ccc([N+](=O)[O-])n2)c1
 : x	35%	7%	-3%	18%	1	3%	21%	-2%
Cc1ccc(-n2nnc3c(=O)n(CC(=O)N4CCC(C)CC4)cnc32)cc1
 : 16%[59 µM]	10%	-8%	-8%	22%	4	6%	23%	-3%
COc1ccccc1-n1nnnc1SCC(=O)NCC1CCCO1 (stereo unspecified)
 : 56µM*	26%	8%	-10%	-10%	-3	1%	-14%	-7%
CC(CCc1ccccc1)NC(=O)COC(=O)c1ccc([N+](=O)[O-])cc1 (stereo unspecified)
 : -6%	55%[activator]	-18%	-12%	25%[56.9 µM]	2	1%	-10%	6%
CCCc1cc(=O)oc2c(C)c(OC3CCCCC3=O)ccc12 (stereo unspecified)
 : 30%	30%	-8%	-6%	37%	-3	5%	36%[activator]	-4%
COc1cc(-c2noc(C3CCCN(C(=O)c4c(F)cccc4F)C3)n2)cc(OC)c1OC (stereo unspecified)
 : 1%[0.501 µM]	17%	7%	-22%	14%	0	3%	43%[activator]	-4%
Cc1cc(C)c(C(=O)N2CCCC(N3CCN(c4ccc(F)cc4)CC3)C2)o1 (stereo unspecified)
 : 42%	-3%	-13%	-18%	-17%	3	-1%	0%	3%
Cc1ccccc1OCC(=O)OCC(=O)Nc1ccc(S(N)(=O)=O)cc1
 : 7%[59 µM]	38%	-1%	-11%	-2%	1	-15%	-18%	-2%
CN(CCOC(=O)/C=C/c1ccccc1)C(C)(C)C
 : -27%[59 µM]	7%	-2%	3%	-3%	2	-5%	-5%	10%
Cc1ccc(C(=O)Nc2ccc(S(=O)(=O)N3CCOCC3)cc2)cc1
 : u	10%	11%	-6%	9%	0	-3%	-4%	-13%

# Going on with the list:
# Every second line gives: G9a inh	HP1b binding inh	ERG Ets-DNA blk	JMJD2A Tudor inh	RGS4 inhibitor	PI4K2A block	BAZ2B block	12-LOX inh	GLS inhibitor
Cc1ccc2c(c1)/C(=N/OS(=O)(=O)c1ccccc1)CCS2
 : x	76%[activator]	11%	-4%	-13%	1	x	0%	0%
Cc1cccc(N/N=C2/COC(C)(C)CC2=O)c1
 : 79µM*	9%	-10%	-27%	-22%	3	u	u	2%
COCCN1Cc2cccc(C(=O)Nc3ccc(Cl)cc3Cl)c2C1=O
 : u	57%[activator]	6%	15%	5%	-2	x	-25%	-3%
Cc1ccc(OCC(=O)Nc2cccc3ccccc23)c([N+](=O)[O-])n1
 : x	17%	18%	-22%	-13%	-4	x	-21%	0%
CCN(C(=O)CSc1nnc2c3ccccc3n(CC)c2n1)C1CCS(=O)(=O)C1 (stereo unspecified)
 : 79µM*	7%	-3%	-27%	-8%	4	-36%	u	2%
COc1ccc(NC2=C(c3ccc(OC)cc3)C(=O)c3ccccc32)cc1
 : -10%[59 µM]	-3%	-8%	-23%	4%	-1	-29%	-18%	6%
O=C(COC(=O)C1CC2C=CC1C2)Nc1c(Br)cc([N+](=O)[O-])cc1Br (stereo unspecified)
 : x	-20%	6%	u	-26%	-8	x	22µM*	5%
Cc1ncc(CO)c2c1Oc1nc(-c3ccc(F)cc3)nc(SCc3ccc(F)cc3Cl)c1C2
 : -35%[59 µM]	10%	1%	-18%	4%	-1	u	-12%	-1%
O=C(Nc1cc(S(=O)(=O)N2CCCCC2)ccc1O)c1ccccc1NS(=O)(=O)c1ccc(F)cc1
 : u	-19%&-13%	-20%&7%	u	u	-4&-4	-27%	u	23%&6%
O=C(CCN1C(=O)c2cccc3cccc(c23)C1=O)NC1CCS(=O)(=O)C1 (stereo unspecified)
 : x	37%[activator]	0%	2%	-4%	0	-1%	-22%	-1%
CCS(=O)(=O)Nc1cccc(C2=NN(S(=O)(=O)CC)C(c3cccs3)C2)c1 (stereo unspecified)
 : 35%	54%[activator]	6%	-7%	-29%	-10	-16%	19%	-5%
COc1ccc(-c2cnn(-c3ccccc3)c2N)cc1OC
 : -1%	-21%	-17%	u	-20%	20	-8%	0%	-2%
O=[N+]([O-])c1ccc(C2Nc3cccc4cccc(c34)N2)cc1
 : 28µM*	u	x	u	u	1	45µM*	40µM*	7%
c1ccc(-c2nnc3sc(CN4CCc5ccccc54)cn23)cc1
 : u	-8%	-1%	u	-4%	2	-31%	-14%	30%
O=C1c2cccc3cccc(c23)N1CN1CCN(c2ccccn2)CC1
 : 4%[59 µM]	38%	-4%	-6%	0%	-3	x	15%	4%
CC(CC(=O)O)C(=O)c1ccc(Cl)c([N+](=O)[O-])c1 (stereo unspecified)
 : 8%	20%	-8%	10%	-24%	-5	x	-5%	-12%
Cc1cccc(NC(=O)c2ccc(COc3ccc(Cl)cc3Cl)o2)n1
 : -15%[59 µM]	61%	6%	-13%	-6%	-2	-3%	u	-5%
CCN(CC)S(=O)(=O)c1cccc(C(=O)NCC2(N3CCOCC3)CCCCC2)c1
 : -3%	18%	15%	-12%	-12%	-1	8%	-22%	8%
CC(NS(C)(=O)=O)C(c1cccs1)N1CCN(C)CC1 (stereo unspecified)
 : -43%[59 µM]	11%	3%	-8%	33%	-2	-5%	11%	3%
Cc1ccc(/C=C2\CCC(C3CCCC3)C2=O)cc1 (stereo unspecified)
 : 8%[59 µM]	32%	1%	10%	6%	-1	9%	-15%	3%
CCN(CC)CCN1C(=O)C(=O)/C(=C(/O)c2ccc(F)cc2)C1c1cccnc1 (stereo unspecified)
 : 25µM*	30%	-20%	-14%	-10%	1	-9%	-7%	-5%
O=C1Nc2cc(C(=O)NCCCN3CCCC3)ccc2S/C1=C\c1ccccc1
 : u	-12%	2%	u	-52%	-5	u	u	-1%

# Compound activity deposited in PubChem by National Center for Advancing Translational Sciences (NCATS).

# Not all compounds are listed (hit frequency here may not be typical).
